TRPC4 potent: positive allosteric modulators of TRPC4, primary screen, cell-based, mouse TRPC4beta, HEK293 mu-opioid, Fluo-4 calcium; DAMGO EC20, Fluo-4 Ca2+ flux; hits give high values; Short transient receptor potential channel 4 (Mus musculus), Q9QUQ5; B-score at 10 µM; AID 2227, 2009; hit rate 0.42% among 310,000;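 active means B-score of calcium response area above 5 SD of library B-scores, with initial fluorescence ratio within 5 SD of library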;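 further: B-score of integrated fluorescence ratio over time as area under calcium response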
TMEM16A act: TMEM16A chloride channel activators or potentiators, primary screen, cell-based, HTS; Anoctamin-1 (Mus musculus), Q8BHY3; HEK293 TMEM16A/YFP-H148Q/I152L, iodide quench fluorescence; hits give low values; B-score at 10 µM; hit rate 0.3% among 340,000; AID 623877, 2012;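 active means fluorescence-ratio B-score plate-corrected deviation score at least 3 library SD below zero, with starting fluorescence score within 5 deviations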;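 further: channel opened by trigger with iodide after compound preincubation; score built on the fluorescence ratio of max minus min over baseline; more negative score means more quench and so TMEM16A activation or potentiation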
MrgX1 PAM: positive allosteric modulators of MrgX1, primary screen, HEK293 cells, Fluo-4 calcium flux. Mas-related G-protein coupled receptor member X1 (Homo sapiens), Q96LB2. FDSS; hits give high values. B-score at 10 µM. hit rate 0.63% among 310,000. AID 588675, 2011;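 active means plate-corrected calcium response at least 3 library SD above typical, normal starting fluorescence, not activating the receptor alone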;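 further: compound read alongside a low EC10 to EC30 dose of BAM8-22 agonist; peak minus trough fluorescence over baseline measured at the second addition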
Target sequence (Q96LB2 whole entry, looked up): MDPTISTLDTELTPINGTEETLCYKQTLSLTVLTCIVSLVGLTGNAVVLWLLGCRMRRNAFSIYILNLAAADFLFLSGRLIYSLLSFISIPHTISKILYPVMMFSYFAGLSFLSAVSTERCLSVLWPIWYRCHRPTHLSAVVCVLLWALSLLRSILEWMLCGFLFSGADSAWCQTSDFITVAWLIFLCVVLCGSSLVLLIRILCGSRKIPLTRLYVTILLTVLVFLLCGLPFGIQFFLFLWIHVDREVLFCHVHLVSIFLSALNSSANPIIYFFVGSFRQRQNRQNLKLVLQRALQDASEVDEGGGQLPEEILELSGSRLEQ
RGS4 block: RGS4 inhibitors, primary screen, cell-based, HEK293 M3R inducible RGS4, calcium flux | B-score at 10 µM | Fluo-4 calcium flux; hits give high values; triggered by carbachol at its EC20 | hit rate 0.45% among 310,000 | AID 463165, 2010;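 active means B-score, a plate-corrected calcium signal, over three deviations above library mean, with baseline fluorescence within five deviations of library mean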;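 further: RGS4 expression induced by doxycycline in cells with stable M3 receptor; B-score is computed from the integrated fluorescence ratio over baseline after carbachol; higher B-score means a larger calcium signal and so more RGS4 inhibition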
Target sequence (P49798 whole entry, looked up): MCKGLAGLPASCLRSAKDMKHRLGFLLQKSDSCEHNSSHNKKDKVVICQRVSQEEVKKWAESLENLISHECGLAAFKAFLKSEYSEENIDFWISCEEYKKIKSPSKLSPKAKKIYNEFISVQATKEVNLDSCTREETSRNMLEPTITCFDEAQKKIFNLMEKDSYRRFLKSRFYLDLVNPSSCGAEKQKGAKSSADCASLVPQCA
TMEM16A inh: TMEM16A chloride channel inhibitors, primary screen, cell-based, HTS. HEK293 TMEM16A/YFP iodide influx fluorescence, ionomycin. Anoctamin-1 (Mus musculus), Q8BHY3. AID 588511, 2011. normalized B-score (activity score, 25-100; higher = stronger inhibition) at 10 µM. hit rate 1.2% among 310,000;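 active means ratio plate-corrected score three or more library SD toward inhibition, starting fluorescence score within five deviations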;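 further: score derived from kinetic fluorescence span divided by baseline fluorescence per well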
TRPC6 act: mouse TRPC6 channel activators, primary screen, cell-based, HEK293, membrane potential dye. Short transient receptor potential channel 6 (Mus musculus), Q61143. HEK293-TRPC6 membrane potential dye fluorescence; hits give high values. B-score at 10 µM. hit rate 0.13% among 310,000. AID 2550, 2010;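 active means B-score of the integrated fluorescence ratio above library mean plus 3 SD, and starting fluorescence ratio within library mean plus 5 SD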;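 further: higher score means more depolarization so channel activation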
TRPC4 block: inhibitors of mouse TRPC4 channel, primary screen, Fluo4 calcium, HEK293 TRPC4beta/mu-opioid cells. hit rate 0.39% among 300,000. Short transient receptor potential channel 4 (Mus musculus), Q9QUQ5. B-score at 10 µM. DAMGO-evoked Fluo4 calcium flux; hits give low values;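 active means B-score over 3 SD under the library average, no early fluorescence shift, positive overall ratio signal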
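Material: HEK293 cells with stable TRPC4beta plus mu-opioid receptor expression / Probe or stimulus: DAMGO in two steps, submaximal then maximal / Compound: single concentration per test compound / Technique: kinetic Fluo4 fluorescence imaging of calcium influx / Read-out: per-well B score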
TRPC4 act: activators of mouse TRPC4 channel, primary screen, Fluo4 calcium, HEK293 TRPC4beta/mu-opioid cells; Fluo4 calcium fluorescence; hits give high values; B-score at 10 µM; hit rate 0.49% among 310,000; AID 2237, 2010;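 active means B-score above 5 SD of library B-scores, and initial fluorescence ratio not above library mean plus 5 SD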;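 further: positive B-score marks a calcium rise read as TRPC4 activation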
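Assay system: HEK293 stable line with TRPC4beta plus mu-opioid receptor; schedule: 45 min room-temperature Fluo4 loading, 110 s read; technique: kinetic Fluo4 calcium fluorescence; evaluation: integrated baseline-normalised fluorescence ratio, converted to per-well B score; controls: buffer (low) and maximal DAMGO (high)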
MrgX1 antag: antagonists of human MrgX1 receptor, primary screen, HEK293 cells, Fluo-4 calcium flux | AID 588676, 2011 | BAM8-22 antagonism; hits give low values | B-score at 10 µM | hit rate 1.3% among 310,000;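 active means calcium-response B-score plate-corrected more than 3 library SD below zero, starting fluorescence within 5 deviations, no agonist response on first addition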;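 further: peak minus trough fluorescence over baseline after final BAM8-22 challenge near maximal dose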
TRPC6 inh: mouse TRPC6 channel inhibitors, primary screen, cell-based, HEK293, membrane potential dye; Short transient receptor potential channel 6 (Mus musculus), Q61143; ACh-evoked depolarization; hits give low values; B-score at 10 µM; hit rate 1.1% among 310,000; AID 2553, 2010;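 active means B-score under library mean minus 3 SD, initial fluorescence not abnormally high, positive integrated signal ratio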;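 further: B-score derived from integrated fluorescence ratio over the kinetic read; more negative B-score means stronger inhibition of depolarization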
MrgX1 ag: agonists of human MrgX1 receptor, primary screen, HEK293 cells, Fluo-4 calcium flux; Mas-related G-protein coupled receptor member X1 (Homo sapiens), Q96LB2; Fluo-4 calcium fluorescence, agonist mode; hits give high values; B-score at 10 µM; hit rate 0.44% among 310,000; AID 588627, 2011;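 active means calcium response B-score plate-corrected fluorescence ratio at least 3 library SD, with starting fluorescence B-score inside 5 SD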
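times = overnight plating, then 30 min 37 °C plus 30 min room-temperature dye loading | assay system = stable human MrgX1 HEK293 cell line | input = fifteen thousand cells per well | signal = kinetic calcium dye fluorescence, Fluo-4 NW | dosing = compound delivered in addition one of three | read-out = B-scored fluorescence response ratio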
Active calls of the source: *; i = inactive; x = not tested or not shown.

SMILES	TRPC4 potent	TMEM16A act	MrgX1 PAM	RGS4 block	TMEM16A inh	TRPC6 act	TRPC4 block	TRPC4 act	MrgX1 antag	TRPC6 inh	MrgX1 ag
CCN(CC(=O)NCCc1ccc(S(N)(=O)=O)cc1)Cc1nc2ccccc2c(=O)[nH]1	i	i	i	i	i	i	i	i	i	i	i
Nc1nnnn1/N=C/c1cccc(Br)c1	i	i	i	i	i	i	i	i	i	i	i
O=C(CNC(=O)c1ccco1)OCc1ccc(Cl)cc1	i	i	i	i	i	i	i	i	i	i	i
CNc1c([N+](=O)[O-])cnn1-c1ccc(F)cc1	i	i	i	i	i	i	i	i	i	i	i
O=C(CCc1nc2ccccc2c(=O)[nH]1)N1CCN(S(=O)(=O)c2ccccc2Br)CC1	i	i	i	i	i	i	i	i	i	i	i
COc1ccccc1NC(=O)CCCC(=O)OC(C)C(=O)c1ccccc1 (configuration not stated)	i	i	i	i	i	i	i	i	i	i	i
Cc1ccc(NC(=O)C2CCCN2S(=O)(=O)c2ccc(-c3ccc(=O)[nH]n3)s2)c(C)c1 (configuration not stated)	i	i	i	i	i	i	i	i	i	i	i
COc1cc(C(=O)O)nc2ccc([N+](=O)[O-])cc12	i	i	i	i	i	i	i	i	i	i	i
CC(C)(C)N(Cc1ccccc1)C(=O)COC(=O)c1cccc([N+](=O)[O-])c1	i	i	i	i	i	i	i	i	i	i	i
Cc1ccc(S(=O)(=O)NCCN2CCNC2=O)cc1	i	i	i	i	i	i	i	i	i	i	i
CCC(C(=O)N1CCOCC1)n1c(C(=O)OC)cc2occc21 (configuration not stated)	i	i	i	i	i	i	i	i	i	i	i
COc1ccc(N2C(=O)C3CCCN3C2c2cccc(F)c2)cc1Cl (configuration not stated)	i	i	i	i	i	i	i	i	i	i	i
Cc1cccc(NC(=S)NCc2cccs2)c1	i	i	i	i	i	i	i	i	i	i	i
N#CCCn1cc(C(=O)Nc2ccc(C(=O)O)cc2)c(-c2cc3ccccc3o2)n1	i	i	i	i	i	i	i	i	i	i	i
CCOC(=O)c1ccc2nc(C)c(C)nc2c1	i	i	i	i	i	i	i	i	i	i	i
CCCNc1nc2c(c(=O)[nH]c(=O)n2C)n1Cc1ccc(F)cc1	i	i	i	i	i	i	i	i	i	i	i
Cc1ccc(NC(=O)c2cc(C)nc3ccccc23)c(C)c1	i	i	i	i	i	i	i	i	i	i	i
C=CCc1ccc(OCC(O)CN2CCc3ccccc3C2)c(OC)c1 (configuration not stated)	i	i	i	i	i	i	i	i	i	i	i
CN1C(=O)/C(=C\c2cc(N=Nc3ccccc3)ccc2O)SC1=S	i	i	i	i	100*	i	i	i	i	i	i
Cc1ccc(CNC(=O)C2CC(=O)N(CCC(C)C)C2)cc1 (configuration not stated)	i	i	i	i	i	i	i	i	i	i	i
CCC(NC(=O)NCc1cccnc1)(C(F)(F)F)C(F)(F)F	i	i	i	i	i	i	i	i	i	i	i
COc1ccc(C2=NOC(C(=O)NCc3ccccn3)C2)cc1OC (configuration not stated)	i	i	i	i	i	i	i	i	i	i	i
N#Cc1c(SCc2ccccc2)nc(N2CCOCC2)c2c1CCCC2	x	i	i	x	i	x	x	x	i	x	i
CC(C)COC(=O)c1cc(-c2ccc(/C=N/n3cnnc3)o2)ccc1Cl	i	i	i	i	i	i	i	i	i	i	i
COc1ccc(CCNC(=O)COC(=O)c2cnc(C)cn2)cc1OC	i	i	i	i	i	i	i	i	i	i	i
CC1=C(C(=O)N2CCOCC2)C(c2ccc(C)cc2)NC(=S)N1 (configuration not stated)	i	i	i	i	i	i	i	i	i	i	i
COc1ccc(NC(=O)CS(=O)(=O)c2ccccc2Cl)cc1	i	i	i	i	i	i	i	i	i	i	i
COc1ccc(NC(=O)CSc2nc3[nH]ncc3c(=O)n2-c2ccccc2C)cc1OC	i	i	i	i	i	i	i	i	i	i	i
Cc1ccc(-n2c(C)nnc2SCC(=O)N2CCc3ccccc3C2)cc1C	i	i	i	i	i	i	i	i	i	i	i
COc1ccc(NC(=O)CSc2ccccc2)cn1	i	i	i	i	i	i	i	i	i	i	i
CCCC(c1nnnn1CS(=O)(=O)c1ccc(C)cc1)N1CCN(CC)CC1 (configuration not stated)	i	i	i	i	i	i	i	i	i	i	i
CCOC(=O)N1CCC(N(CCOC)C(=O)Nc2ccc(CC)cc2)CC1	i	i	i	i	i	i	i	i	i	i	i
COc1cccc(OCc2cc(C(=O)N3CCN(C(C)=O)CC3)no2)c1	i	i	i	i	i	i	i	i	i	i	i
CCCOC(=O)Nc1c(C)cccc1C(C)C	i	i	i	i	i	i	i	i	i	i	i
COc1ccc2[nH]c3c(c2c1)CCNC3=O	i	i	i	i	i	i	i	i	i	i	i
COc1ccc(-c2csc(N3CCN(C(=O)c4ccco4)CC3)n2)cc1	i	i	i	i	i	i	i	i	i	i	i
O=C(Nc1ccc2c(c1)OCO2)c1cccc2c1C(=O)N(Cc1cccnc1)C2	i	i	i	i	i	i	i	i	i	i	i
Cc1ccc2c(c1)NC(=O)c1cc([N+](=O)[O-])ccc1O2	i	i	i	i	i	i	i	i	i	i	i
CCOC(=O)C1CCN(C(=O)N(CC)CC)CC1	i	i	i	i	i	i	i	i	i	i	i
CNC(=O)c1nnsc1S(=O)c1ccc(Cl)cc1 (configuration not stated)	i	i	x	7.3*	x	i	i	i	x	i	x
CCN(CC)C(=O)CC(c1ccc2c(c1)OCO2)c1c(OC)cc(OC)c2ccc(=O)oc12 (configuration not stated)	i	i	i	i	i	i	i	i	i	i	i
Cc1cc(C)n2nc(C(=O)OCC(=O)N(C)CC(=O)Nc3ccccc3Cl)nc2n1	i	i	i	i	i	i	i	i	i	i	i
Cc1cc(NC(=O)c2cccs2)no1	i	i	i	i	i	i	i	i	i	i	i
NC(=O)[C@H]1CC2(CC(c3cccc(NC(=O)COc4ccc(Cl)cc4)c3)=NO2)CN1C(=O)c1ccccc1C(=O)c1ccccc1 (some centres not stated)	i	i	i	i	i	i	i	i	i	i	i
NC(=O)C1CCN(Cc2nnnn2Cc2ccco2)CC1	i	i	i	i	i	i	i	i	i	i	i
CSc1ccc(S(=O)(=O)N2CC(=O)Nc3ccccc32)cc1	i	i	i	i	i	i	i	i	i	i	i
CN1CCCCCC1=Nc1ccccc1C#N	i	i	i	i	i	i	i	i	i	i	i
c1ccc2c(c1)CCc1ccccc1C2=C1CCNCC1	i	i	i	i	i	i	i	i	i	-7.19*	i
O=C(CNC(=O)c1nc[nH]c1C(=O)N1CCNCC1)OCc1ccccc1	i	i	i	i	i	i	i	i	i	i	i
Cc1ccc(C)c(S(=O)(=O)N2CCN(C(=O)c3ccc(OCc4c(C)noc4C)cc3)CC2)c1	i	i	i	i	i	i	i	i	i	i	i
Later entries
SMILES	TRPC4 potent	TMEM16A act	MrgX1 PAM	RGS4 block	TMEM16A inh	TRPC6 act	TRPC4 block	TRPC4 act	MrgX1 antag	TRPC6 inh	MrgX1 ag
COc1ccc2c(c1)c(/C=N/Nc1ccc(C(=O)O)cc1)c(C)n2C	i	i	i	i	i	i	i	i	i	i	i
c1ccc(-c2nnc(-c3ccccn3)nn2)nc1	i	i	i	i	i	i	i	i	i	i	i
COC(=O)c1ccc(NC(=O)c2ccc3nc(C)sc3c2)cc1	i	i	i	i	i	i	i	i	i	i	i
NNC(=O)c1ccc([N+](=O)[O-])c(CS(=O)(=O)c2ccc(Cl)cc2)c1	i	i	i	i	i	i	i	i	i	i	i
COc1ccccc1NC(=O)N1c2ccc(F)cc2CCC1C (configuration not stated)	i	i	10.1*	i	i	i	i	i	i	i	i
CC(=O)Nc1ccc(NC(=O)C(C)OC(=O)CCCN=C2NS(=O)(=O)c3ccccc32)cc1 (configuration not stated)	i	i	i	i	i	i	i	i	i	i	i
COC1(NS(=O)(=O)c2ccc(Br)cc2)C(C)=CC(=O)C=C1C	i	i	i	i	i	i	i	i	i	i	i
COc1ccc(-c2cc(C(F)(F)F)c(C#N)c(SCC(=O)O)n2)cc1	i	i	i	i	i	i	i	i	i	i	i
Cc1ccc(OCC(=O)Nc2ccc([N+](=O)[O-])cc2)cc1	i	i	i	i	i	i	i	i	i	i	i
COC(=O)C(C)(C)NC(=O)c1cccs1	i	i	i	i	i	i	i	i	i	i	i
CCOc1ccc(C(=O)Nc2nc(C)c(C(=O)OC)s2)cc1	i	i	i	i	i	i	i	i	i	i	i
COc1cccc2cc(C(=O)Nc3cccnc3N3CCOCC3)c(=O)oc12	i	i	i	i	i	i	i	i	i	i	i
CCOc1cc(/C=C/c2cc(C(=O)O)c3ccccc3n2)ccc1OC	i	i	i	i	i	i	i	i	i	i	i
FC(F)(F)c1cc(Nc2ccccc2)nc(-c2ccccn2)n1	i	i	i	i	i	i	i	i	i	i	i
COCCNC(=O)CCc1nc2cccnc2n1Cc1ccc(OC)cc1	i	i	i	i	i	i	i	i	i	i	i
CN(C)c1ccc(C2N(c3ccc(F)cc3)C(=O)C3CCCN32)cc1 (configuration not stated)	i	i	i	i	i	i	i	i	i	i	i
CC1(C)Cc2c(c(=S)nc(-c3ccccc3)n2CCOCCO)CO1	i	i	i	i	i	i	x	i	i	i	i
COc1ccc(CN(C)CC(=O)Nc2cc3oc4ccccc4c3cc2OC)c(OC)c1	i	i	i	i	i	i	i	i	i	i	i
